Bcl-W Bim block: inhibitors of Bim-Bcl-W interaction, human | Q92843 | bead-based flow cytometry, Bim peptide-Bcl-W binding | inhibition, % at 10 µM | 0.02% of 190,000 active | AID 952;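 further: 0% = bound tracer without compound and 100% = peptide blocker; higher means less fluorescent Bim peptide bound to Bcl-W beads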
GSH bead fluor: compound fluoresces at 488/530 nm on GSH beads; fluorescence (KMESF) at 10 µM; AID 1776; 0.25% of 190,000 active; GSH beads flow cytometry, compound fluorescence 488/530 nm; stronger effect = higher value; in the data active means fluorescence above about 89;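 further: glutathione beads carrying GST-tagged Bcl family fusion proteins plus one bare bead set; values are compound well signal with DMSO vehicle wells as background; inactives centre near 16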
RGS4-Gao reg: human RGS4-Galphao interaction regulation; P09471; Multiplexed bead flow cytometry, RGS4-Galphao binding; actives lie on both sides; binding response (% of control), % at 10 µM; 0.33% of 220,000 active; in the data active means binding response below about 49% or above about 150%; inactive means in between;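 further: fluorescent Galphao activated with aluminum fluoride binding bead-coupled RGS4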
Target sequence (P09471 whole entry, looked up): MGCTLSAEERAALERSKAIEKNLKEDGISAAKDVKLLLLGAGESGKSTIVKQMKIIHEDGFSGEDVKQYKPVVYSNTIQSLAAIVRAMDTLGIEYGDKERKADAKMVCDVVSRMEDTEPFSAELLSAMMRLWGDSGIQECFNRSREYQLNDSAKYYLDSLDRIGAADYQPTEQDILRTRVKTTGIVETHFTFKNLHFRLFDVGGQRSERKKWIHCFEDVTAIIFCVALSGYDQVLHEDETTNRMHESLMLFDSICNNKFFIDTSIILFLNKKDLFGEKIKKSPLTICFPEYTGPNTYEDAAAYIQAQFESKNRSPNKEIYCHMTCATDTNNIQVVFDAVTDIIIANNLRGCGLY
Bim-Bcl-2: human Bim-Bcl-2 interaction inhibition; AID 950; inhibition, % at 10 µM; P10415; 0.06% of 190,000 active; Bead-based flow cytometry, Bim peptide-Bcl-2 binding; in the data active means inhibition above about 40%; inconclusive means no clear call, values can overlap the other calls;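 further: 0% = no compound wells with probe peptide and 100% = reference peptide inhibitor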
Target sequence (P10415 whole entry, looked up): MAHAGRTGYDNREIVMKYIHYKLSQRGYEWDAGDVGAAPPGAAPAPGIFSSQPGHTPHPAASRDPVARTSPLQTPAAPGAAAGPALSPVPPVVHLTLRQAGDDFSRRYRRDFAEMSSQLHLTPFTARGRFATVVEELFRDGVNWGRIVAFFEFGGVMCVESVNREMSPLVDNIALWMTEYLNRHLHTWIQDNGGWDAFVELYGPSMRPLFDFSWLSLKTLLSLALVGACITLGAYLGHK
RGS7-Gao reg: human RGS7-Galphao interaction regulation; Multiplexed bead flow cytometry, RGS7-Galphao binding; actives lie on both sides; binding response (% of control), % at 10 µM; 0.35% of 220,000 active; in the data active means binding response below about 49% or above about 150%; inconclusive means no clear call, values can overlap the other calls; inactive means in between;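 further: fluorescent Galphao held in activated GDP-AlF4 state binding bead-coupled RGS7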
ABCG2 block: inhibitors of human ABCG2 transporter, ABCB1 counter-screen; Q9UNQ0; inhibition, % at 6.6 µM; 0.1% of 190,000 active; AID 1325; IgMXP3 cells, JC-1 efflux, flow cytometry;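 active means inhibition above 80%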;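 further: 0% = DMSO and 100% = nicardipine control wells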
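Measure – % inhibition of efflux relative to nicardipine and DMSO · Test system – ABCG2 IgMXP3 and barcoded ABCB1 CCRF-Adr cell mix · Control set – nicardipine as high control, DMSO as low control · Compound – one concentration, 6.6 µM final · Signal – flow cytometry of retained JC-1 fluorescence · Timing – 10 min exposure at 25 °C with rotation, no wash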
ABCB1 block: inhibitors of human ABCB1 transporter, ABCG2 counter-screen; CCRF-Adr cells, JC-1 efflux, flow cytometry; P08183; inhibition, % at 6.6 µM; 0.067% of 190,000 active; in the data active means inhibition above about 40%;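 further: 0% = vehicle and 100% = reference inhibitor; higher value means more JC-1 retained so stronger ABCB1 efflux block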
Bim-Bcl-B: inhibitors of Bim-Bcl-B interaction, human. bead-based flow cytometry, Bim peptide-Bcl-B binding. inhibition, % at 10 µM. 0.073% of 190,000 active;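 further: 0% = tracer peptide without compound and 100% = reference inhibitor peptide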
Target sequence (Q9HD36 whole entry, looked up): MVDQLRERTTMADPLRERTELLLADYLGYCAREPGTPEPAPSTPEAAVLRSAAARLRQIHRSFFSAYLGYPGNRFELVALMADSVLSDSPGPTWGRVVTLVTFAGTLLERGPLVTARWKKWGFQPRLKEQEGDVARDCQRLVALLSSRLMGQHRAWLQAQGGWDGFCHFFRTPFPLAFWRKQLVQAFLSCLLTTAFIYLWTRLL
Bim-Bfl-1: disrupts Bim binding to human Bfl-1 | 0.12% of 190,000 active | AID 1008 | Q16548 | Bead-based flow cytometry, Bim-Bfl-1 binding inhibition | inhibition, % at 10 µM;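 further: 0% = wells without compound plus tracer and 100% = blocker peptide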
Avidin bead fluor: avidin bead compound fluorescence profile. 0.38% of 220,000 active. Avidin beads, compound fluorescence 488/530 nm, flow cytometry; stronger effect = higher value. fluorescence (KMESF) at 10 µM; in the data active means fluorescence above about 47; further: inactives centre near 10
Bim-Bcl-XL: inhibitors of Bim-Bcl-XL interaction, human. Q07817. Bim peptide-Bcl-XL binding, bead flow cytometry, fluorescence. inhibition, % at 10 µM. 0.04% of 190,000 active. AID 1007
Target sequence (Q07817 whole entry, looked up): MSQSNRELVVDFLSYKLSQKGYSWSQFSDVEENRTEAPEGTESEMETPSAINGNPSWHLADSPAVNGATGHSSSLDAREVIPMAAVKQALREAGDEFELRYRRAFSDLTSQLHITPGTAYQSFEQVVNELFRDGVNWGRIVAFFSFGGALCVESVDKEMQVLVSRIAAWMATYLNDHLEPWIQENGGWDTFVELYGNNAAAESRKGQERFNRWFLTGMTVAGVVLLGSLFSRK
* marks the source's active call; other numbers are inactive results; ? = inconclusive; nt = not tested or not shown; & = joins results of further samples. Unless noted, no stated cut-off is given here; in the data, active means inhibition above about 40%.

SMILES	Bcl-W Bim block	GSH bead fluor	RGS4-Gao reg	Bim-Bcl-2	RGS7-Gao reg	ABCG2 block	ABCB1 block	Bim-Bcl-B	Bim-Bfl-1	Avidin bead fluor	Bim-Bcl-XL
COC(=O)c1c(C)nc(C)c2c(=O)oc3ccccc3c12	-1.0	8	101.3	0.0	101.8	5.7	1.3	-1.0	-1.0	13	-2.0
CC(c1nnc(SCn2nnc3ccccc3c2=O)n1-c1ccc(Cl)cc1)N(C)C (stereo unspecified)	1.0	11	86.0	-1.0	88.4	1.6	0.3	3.0	0.0	19	1.0
O=C(Nc1ccc2c(c1)OCO2)[C@@H]1[C@@H]2C(=O)N(C3CCCCC3)C(=O)[C@@H]2C2c3ccccc3C=CN21 (stereo partly specified)	nt	237*	110.0	?	81.2	0.0	-0.1	nt	nt	8	nt
Cc1ccc(C(=O)NNC(=O)c2cc3cc4ccccc4nc3s2)cc1	-2.0	10	98.7	3.0	101.3	0.9	0.2	4.0	3.0	15	0.0
O=C(c1cnn2c(C(F)(F)F)cc(-c3ccccc3)nc12)N1CCCc2ccccc21	-2.0	52	99.9	-1.0	93.9	4.3	0.4	0.0	-4.0	9	1.0
COc1ccccc1NC(=O)/C(C#N)=C/c1c(C)nn(-c2ccc(F)cc2)c1Cl	-3.0	11	98.2	-1.0	99.3	6.1	0.4	-4.0	-4.0	11	-1.0
O=C(Nc1nnc(-c2cccnc2)o1)c1cccc([N+](=O)[O-])c1	2.0	20	103.1	-1.0	100.5	7.3	0.8	1.0	-6.0	7	1.0
COc1ccc(N2C(=O)CC(Nc3cccc(C(C)=O)c3)C2=O)cc1OC (stereo unspecified)	0.0	21	99.7	1.0	99.4	-0.1	-0.1	-1.0	3.0	10	0.0
CNC(=O)Nc1nnc(C(C)(C)C)s1	-2.0	32	97.5	-10.0	97.8	15.8	3.1	-10.0	-20.0	11	-9.0
COc1ccc2cc(-c3[nH]ncc3CN3C[C@@H]4CCC[C@H]3C4)ccc2c1	-2.0	9	100.0	0.0	98.2	3.4	0.7	-6.0	-9.0	11	-1.0
COCCN(C(=S)Nc1ccc(OC)cc1)C1CCN(C(C)=O)CC1	3.0	19	100.2	8.0	97.9	-5.4	-0.7	2.0	2.0	16	3.0
Cc1ccc([N+](=O)[O-])c(OCCN2CCNCC2)c1	-4.0	17	98.2	-13.0	95.1	16.2	1.8	-7.0	-17.0	7	-4.0
CCOC(=O)C1=C(C)N(C)C(=O)NC1c1cc2c(cc1[N+](=O)[O-])OCO2 (stereo unspecified)	0.0	13	106.8	-5.0	104.6	7.7	10.0	-9.0	-3.0	8	-2.0
CC(C)(C)c1ccc(S(=O)(=O)N2CCCC2C(=O)NC2=NCCS2)cc1 (stereo unspecified)	5.0	61	96.8	-5.0	96.3	1.8	0.9	-4.0	-13.0	12	2.0
O=C(Nc1ccccc1)N1C(=O)C2(OCCO2)c2ccccc21	-1.0	34	112.4	-9.0	110.7	0.6	0.1	-6.0	-8.0	6	-1.0
Cn1c(SCC(=O)c2ccccc2)nc2cccnc21	0.0	35	94.3	-12.0	90.9	9.3	0.9	-13.0	-14.0	12	0.0
O=c1[nH]c(NCCCO)nc2c1C1(CCCC1)Cc1ccccc1-2	-2.0	22	102.4	4.0	103.9	2.3	0.5	2.0	0.0	19	0.0
CCOC(=O)c1[nH]c2ccccc2c1NC(=O)c1nonc1C	3.0	12	98.9	-1.0	100.9	13.8	0.8	-4.0	-6.0	24	1.0
Cc1cc(C(=O)C(=O)NC(C)C)c(C)n1-c1ccc([N+](=O)[O-])cc1	1.0	12	102.9	-8.0	96.6	2.3	0.2	-4.0	-11.0	10	-3.0
CC(C)NC(=O)CSc1nc2ccccc2n1CC(=O)N(C(C)C)C(C)C	-2.0	21	101.7	-3.0	100.4	2.1	0.8	-3.0	-3.0	5	-4.0

As a working copy, some entries already given.
SMILES	Bcl-W Bim block	GSH bead fluor	RGS4-Gao reg	Bim-Bcl-2	RGS7-Gao reg	ABCG2 block	ABCB1 block	Bim-Bcl-B	Bim-Bfl-1	Avidin bead fluor	Bim-Bcl-XL
COc1ccc(N2C(=O)CC(Nc3cccc(C(C)=O)c3)C2=O)cc1OC (stereo unspecified)	0.0	21	99.7	1.0	99.4	-0.1	-0.1	-1.0	3.0	10	0.0
CNC(=O)Nc1nnc(C(C)(C)C)s1	-2.0	32	97.5	-10.0	97.8	15.8	3.1	-10.0	-20.0	11	-9.0
COc1ccc2cc(-c3[nH]ncc3CN3C[C@@H]4CCC[C@H]3C4)ccc2c1	-2.0	9	100.0	0.0	98.2	3.4	0.7	-6.0	-9.0	11	-1.0
COCCN(C(=S)Nc1ccc(OC)cc1)C1CCN(C(C)=O)CC1	3.0	19	100.2	8.0	97.9	-5.4	-0.7	2.0	2.0	16	3.0
Cc1ccc([N+](=O)[O-])c(OCCN2CCNCC2)c1	-4.0	17	98.2	-13.0	95.1	16.2	1.8	-7.0	-17.0	7	-4.0
CCOC(=O)C1=C(C)N(C)C(=O)NC1c1cc2c(cc1[N+](=O)[O-])OCO2 (stereo unspecified)	0.0	13	106.8	-5.0	104.6	7.7	10.0	-9.0	-3.0	8	-2.0
CC(C)(C)c1ccc(S(=O)(=O)N2CCCC2C(=O)NC2=NCCS2)cc1 (stereo unspecified)	5.0	61	96.8	-5.0	96.3	1.8	0.9	-4.0	-13.0	12	2.0

The list goes on:
SMILES	Bcl-W Bim block	GSH bead fluor	RGS4-Gao reg	Bim-Bcl-2	RGS7-Gao reg	ABCG2 block	ABCB1 block	Bim-Bcl-B	Bim-Bfl-1	Avidin bead fluor	Bim-Bcl-XL
CCOC(=O)Cc1csc(SC(C)C(=O)Nc2ccc(NC(C)=O)cc2)n1 (stereo unspecified)	-5.0	25	98.4	-8.0	97.5	2.7	0.5	-3.0	-3.0	12	-4.0
O=C(COc1cccc2cccnc12)N/N=C1\SCC(=O)N1Cc1ccccc1	-2.0	13	103.8	-5.0	103.8	2.6	0.4	-4.0	-3.0	14	-1.0
CCOc1ccc(N(Cc2cc3ccc(C)cc3[nH]c2=O)S(C)(=O)=O)cc1	0.0	60	103.0	-5.0	96.7	3.5	0.9	-7.0	-14.0	5	-6.0
O=C(c1cccc(C(F)(F)F)c1)C1CCCN(C(=O)CCCN2CCCC2=O)C1 (stereo unspecified)	0.0	17	99.5	-4.0	101.9	2.5	0.6	-7.0	-5.0	11	-7.0
Cc1ccc(-c2cc(C(=O)NC3=NCCS3)c3ccccc3n2)cc1C	-1.0	9	103.4	-1.0	102.2	11.2	1.1	-9.0	1.0	3	-7.0
N#CC1=C(N)Oc2nc(-c3ccccc3)[nH]c2C1c1cccnc1 (stereo unspecified)	0.0	23	102.1	-2.0	99.5	-0.9	-0.2	-3.0	-8.0	26	0.0
COc1cc(/C=N/NS(=O)(=O)c2ccc(C)c([N+](=O)[O-])c2)ccc1O	0.0	13	97.1	-4.0	?	2.1	0.0	-8.0	1.0	8	0.0
Cc1ccc(-c2csc3nc(C)n(N)c(=O)c23)o1	1.0	7	105.4	-1.0	101.8	4.8	1.0	-3.0	0.0	9	0.0
CN(C)CCOC(=O)C1(c2ccccc2)CCOCC1	-3.0&0.0	23&20	96.9&102.0	-11.0&0.0	95.1&105.5	-11.6&0.1	-0.9&0.0	-7.0&0.0	-18.0&-3.0	20&4	-11.0&0.0
O=C(NCC(c1cccnc1)N1CCOCC1)c1ccco1 (stereo unspecified)	-2.0	17	96.8	0.0	101.0	0.1	-0.1	-2.0	0.0	20	1.0
COc1cc2nc(CN(C)Cc3ccc(F)cc3)[nH]c(=O)c2cc1OC	0.0	9	100.7	14.0	101.4	5.0	1.7	3.0	6.0	10	0.0
Cc1ccc(-c2csc(NC(=O)CSC3=NCCS3)n2)cc1	2.0	14	100.0	0.0	100.3	5.1	0.3	3.0	2.0	6	3.0
O=C(Nc1ccccc1C(F)(F)F)N1CCCC(O)C1 (stereo unspecified)	0.0	22	104.1	-5.0	107.1	-5.7	-0.3	-7.0	-13.0	43	0.0
COC1C/C(=N\O)C2OC(c3ccccc3)OCC2O1 (stereo unspecified)	-3.0	15	95.6	2.0	93.5	0.7	1.7	-3.0	0.0	4	-3.0
CCOc1ccc(C(=O)Nc2cc(C)c3c(=O)oc4ccccc4c3n2)cc1	-1.0	17	97.1	-6.0	94.7	-1.6	-0.5	-3.0	-10.0	5	-2.0
CCOC(=O)C(NC(=O)Nc1ccc(Cl)cn1)(Oc1ccccc1)C(F)(F)F (stereo unspecified)	-4.0	8	96.2	-13.0	98.7	0.1	0.3	-7.0	-12.0	17	-5.0
Cc1ccc(C(=O)Oc2ccccc2N2C(=O)C3CCC(C)CC3C2=O)cc1 (stereo unspecified)	0.0	42	91.0	-12.0	97.7	2.1	1.1	-8.0	-10.0	6	-22.0
CCOC(=O)c1nnc(-c2ccccc2)nc1Sc1c(Cl)cccc1Cl	1.0	24	101.6	-4.0	100.6	5.8	1.1	-2.0	0.0	13	-1.0
CCOC(=O)Cn1nc(C)c(NC(=O)COc2ccccc2)c1C	-3.0	16	102.8	-3.0	?	5.1	-0.4	-3.0	-6.0	9	-3.0
CCOc1ccc(NC(=O)CSc2n[nH]c(N)n2)c([N+](=O)[O-])c1	-2.0	6	101.8	-1.0	106.5	8.7	0.2	-6.0	0.0	15	-6.0
Cc1ccccc1-c1nc(-c2ccc(NC(=O)c3ccc4c(c3)OCO4)cc2)no1	-3.0	30	71.4	0.0	86.9	-1.7	0.0	-1.0	2.0	2	17.0
CCOCCCNC(=O)/C(C#N)=C/c1cc(C)c(O)c(C)c1	0.0	24	101.2	2.0	99.4	21.7	5.2	-2.0	-5.0	14	-1.0
O=C(Nc1ccc(SC(F)F)cc1)C1=COCCO1	2.0	12	97.2	-8.0	99.0	2.4	0.1	-7.0	-9.0	11	-3.0
CSc1nc2nccc(-c3ccc4c(c3)OCO4)n2n1	3.0	11	101.1	0.0	?	16.3	1.7	4.0	-4.0	13	2.0
Cc1ccc(NC(=O)Cn2cc3c(n2)CCC(C)C3)cc1 (stereo unspecified)	-1.0	16	98.2	-7.0	96.1	1.7	0.2	-5.0	-10.0	7	-1.0
Cc1ccc(C2=NC(C)(C)NC2=O)cc1	0.0	49	101.9	-4.0	100.2	1.7	0.6	-7.0	-8.0	8	-6.0
CC(C)CCN1C(=O)c2ccccc2C1C(=O)NCc1cccnc1 (stereo unspecified)	0.0	14	103.0	-4.0	97.9	0.3	0.2	-3.0	-4.0	6	-1.0
CSc1nsc(/C=C/Nc2ccc(C(=O)O)cc2)c1C#N	-2.0	11	97.3	-6.0	99.7	-1.9	-0.6	-8.0	-6.0	23	-5.0
CCN(CC)S(=O)(=O)c1cccc(C(=O)Nc2cc(C)cc(C)c2)c1	0.0	13	98.9	-3.0	97.7	0.6	0.1	0.0	0.0	35	-3.0
CC[n+]1cccc(-c2nc3ccccc3s2)c1	0.0	12	102.3	0.0	97.2	16.8	0.1	-5.0	-2.0	12	-1.0
CCC(C)C(=O)Nc1nnc(SCC(=O)Nc2ccccc2F)s1 (stereo unspecified)	3.0	24	101.8	1.0	104.1	1.1	-0.9	-5.0	-3.0	5	0.0
S=C(NCc1ccc(Cl)cc1Cl)Nc1ccccc1	-3.0	16	104.5	-10.0	95.5	4.6	0.1	-9.0	-16.0	12	-6.0
